# Compound activity as filed in PubChem.
# TDP1 block = TDP1 (human) enzyme inhibition. Q9NUW8. recombinant TDP1, AlphaScreen DNA substrate cleavage. Potency, µM (highest dose often 130 µM), for the others: top-dose activity change, negative = inhibition, actives largely listed as inhibitors. 350,000 tested, 0.28% active; also: nearly all actives have a fitted effect of over 40% in size
# Target sequence (Q9NUW8 whole entry, looked up): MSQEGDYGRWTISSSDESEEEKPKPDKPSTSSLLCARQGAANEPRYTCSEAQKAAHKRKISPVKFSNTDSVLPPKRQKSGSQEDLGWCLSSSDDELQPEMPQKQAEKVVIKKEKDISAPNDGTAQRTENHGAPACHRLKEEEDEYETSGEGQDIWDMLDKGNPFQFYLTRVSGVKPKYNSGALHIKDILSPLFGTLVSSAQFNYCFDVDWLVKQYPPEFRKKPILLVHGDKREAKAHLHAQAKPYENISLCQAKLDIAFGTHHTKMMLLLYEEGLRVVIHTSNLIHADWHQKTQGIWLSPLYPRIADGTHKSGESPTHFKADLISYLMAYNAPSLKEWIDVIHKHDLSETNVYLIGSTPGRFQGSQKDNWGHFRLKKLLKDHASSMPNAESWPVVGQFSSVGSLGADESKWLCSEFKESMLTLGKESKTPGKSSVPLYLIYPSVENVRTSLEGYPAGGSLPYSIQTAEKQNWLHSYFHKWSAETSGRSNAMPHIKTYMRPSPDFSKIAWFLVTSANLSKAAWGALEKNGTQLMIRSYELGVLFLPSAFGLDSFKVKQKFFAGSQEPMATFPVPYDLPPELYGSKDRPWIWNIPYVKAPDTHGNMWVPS
#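 Enzyme-compound mixtures sat 15 min at room temperature, followed by a 5 min reaction with 15 nM final substrate and 10 min with AlphaScreen beads. Recombinant human Tdp1 was used at 1 nM final.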
# FEN1 inhibitor = blocks human flap endonuclease 1; Recombinant FEN1 flap cleavage, fluorescence, 15 min; Potency, µM (titrated, usually from 114 µM), for inactives: at the highest dose activity change, negative = inhibition, most hits filed as inhibitors; 390,000 tested, 0.35% active; P39748; also: nearly all actives have a fitted effect of over 65% in size
# Target sequence (P39748 whole entry, looked up): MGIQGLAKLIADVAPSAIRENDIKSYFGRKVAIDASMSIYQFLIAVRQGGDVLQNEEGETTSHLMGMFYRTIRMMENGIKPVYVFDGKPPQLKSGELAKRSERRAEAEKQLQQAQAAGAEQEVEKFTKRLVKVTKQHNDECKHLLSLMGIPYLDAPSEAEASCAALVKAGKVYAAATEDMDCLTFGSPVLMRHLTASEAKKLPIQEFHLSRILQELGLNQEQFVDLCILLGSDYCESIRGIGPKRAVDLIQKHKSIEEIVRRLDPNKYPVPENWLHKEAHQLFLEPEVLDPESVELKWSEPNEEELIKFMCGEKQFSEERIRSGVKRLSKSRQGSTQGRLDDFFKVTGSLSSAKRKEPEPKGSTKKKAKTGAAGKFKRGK
#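 Concentration–response screening of FEN1 (10 nM): 15 min compound preincubation at room temperature, reaction started with 50 nM substrate and read at 0 and 15 min. Corrected, normalized data were fitted by a four-parameter Hill equation.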
# N370S GC = inhibitors or activators of N370S glucocerebrosidase for Gaucher disease; P04062; N370S GC spleen homogenate, 4MU-glucoside fluorescence; Potency, µM (doses to about 59.4 µM), for inactives: at the highest dose activity change, negative = inhibition, actives largely listed as inhibitors; 330,000 tested, 0.092% active; AID 2101;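 also: 0% = full enzyme activity and -100% = no enzyme basal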
# Numbers without * were called inactive; ? = inconclusive; . = no result given; & = joins results of further samples; [ ] = dose if it differs, or a comment. Calls follow the shape of the dose curve; as a rule, active = well fitted curve in the direction sought with a large enough effect; inconclusive = small, poorly fitted or top-dose-only effect, or another doubt; inactive = no such curve, though single readings can be large; an effect the other way counts as inactive or inconclusive. Unless noted, % is scaled to controls: 0 for no effect and ±100 for the full control effect; potency is read from the fitted curve at half-maximal effect.
SMILES,TDP1 block,FEN1 inhibitor,N370S GC
COc1ccccc1-n1c(C)nc(=O)c(-c2ccccc2)c1C,0%,6%,10%
Cc1cccc(-n2ncc3c2CCCC3NC(=O)CCN2CCCCO2)c1C (stereo not drawn),3%,3%,-7%
CCN(CC)CCCNC(=O)CCc1c(C)n(CC)c2cc(-c3ccccc3OC)nn2c1=O,2%,-1%&-5%,-3%
CCC(NC(=S)NCc1ccc(F)cc1)c1ccccc1 (stereo not drawn),2%,-2%,0%
Cc1ccc(CNC(=O)c2cccn2-c2nnc(N3CCCC3)s2)cc1,5%,-1%,.
Cc1ccc2nc(-c3ccccn3)cc(C(=O)NCCc3ccc(F)cc3)c2c1,1%,6%,-3%
Cc1nccn1CC(O)COc1ccccc1 (stereo not drawn),0%,-1%,4%
NS(=O)(=O)c1cc2c(cc1Cl)N[C@@H](CC1CCCC1)NS2(=O)=O,4%[56.1 µM],.,4%[21.6 µM]
O=C(CSCc1ccc(F)cc1)N1CCc2c([nH]c3ccccc23)C1c1ccc(F)cc1 (stereo not drawn),5%,-19%,.
Cc1cc(=O)oc2cc(OCC(=O)Nc3ccc(CN4CCOCC4)cc3)c(Cl)cc12,1%,-10%,-4%
CC1=C(C(=O)OCc2ccccc2)C(c2cccnc2)n2ncnc2N1 (stereo not drawn),-2%,2%,4%
Nc1nc(NCCc2ccccc2)nc(NCc2ccccc2)c1[N+](=O)[O-],.,0%,2%
O=C(Nc1nc(-c2ccccn2)cs1)c1ccc(Br)s1,12%,-6%,-22%
O=C(c1cccnc1)N(Cc1ccccc1)c1ccccc1,9%,19%,2%
COc1ccc(Cn2c(C)c(C)c(C#N)c2NC(=O)Nc2cccc(Cl)c2)cc1,3%,-3%,1%
C#CCn1c(CCNC(=O)c2ccco2)nc2ccccc21,0%,19%,-5%
COc1ccccc1C1=NOC(COc2ccc3c(C)cc(=O)oc3c2)C1 (stereo not drawn),1%,0%,16%
Cc1ccc(CC(=O)OCC(=O)NC2CCCC(C)C2C)cc1C (stereo not drawn),2%,0%,8%
COc1ccc(OC)c(C(=O)COC(=O)C2CC3CCCC(C2)C3=O)c1 (stereo not drawn),7%,6%,.
Cc1cc2cc(CN(Cc3ccco3)C(=O)NCc3ccccc3)c(=O)[nH]c2cc1C,7%,-8%,28%
COc1ccc(-n2c(SCC(=O)Nc3nnc(C)s3)nc3c([nH]c4ccccc43)c2=O)cc1,4%,1%,.
COc1cc(CNc2ccc(N3CCOCC3)c(C(=O)O)c2)ccc1OCC(N)=O,7%,0%,-1%
Cc1ccc(/C=C/C(=O)Nc2cc(C)on2)cc1,-1%,-5%,0%
Cc1c(Cl)cccc1NC(=O)CSc1nc(=O)n(Cc2ccncc2)c2c1CCC2,8%,1%,.
Cc1c(NC(=S)NC(=O)c2cccc(Br)c2)c(=O)n(-c2ccccc2)n1C,.,3%,3%

# Entries listed so far with an aryl thioether with sulfur outside any ring (two):
SMILES,TDP1 block,FEN1 inhibitor,N370S GC
COc1ccc(-n2c(SCC(=O)Nc3nnc(C)s3)nc3c([nH]c4ccccc43)c2=O)cc1,4%,1%,.
Cc1c(Cl)cccc1NC(=O)CSc1nc(=O)n(Cc2ccncc2)c2c1CCC2,8%,1%,.

# Next section
SMILES,TDP1 block,FEN1 inhibitor,N370S GC
COCCOC(=O)c1c(NC(=O)COC(=O)Cc2cccc(OC)c2)sc(C(N)=O)c1C,-1%,5%,1%
COc1ccc(-c2ccc(CCC(=O)O)n2NC(N)=O)cc1,4%,2%,7%
CCCCN(C)Cc1c(C)[nH]c2c(ccc3ccccc32)c1=O,.,-7%,?
CC(=O)C1=C(C)NC(SCC(=O)c2ccc(-c3ccccc3)cc2)=C(C#N)C1c1cccnc1 (stereo not drawn),-2%,.,-4%
CC(CCc1ccccc1)NC(=O)c1cccc(F)c1 (stereo not drawn),.,3%,-17%
Cc1cc(C)nc(-n2nc(C)cc2NC(=O)c2cccc(S(=O)(=O)N3CCCCC3)c2)n1,0%,.,6%
COc1ccc(CN(Cc2ccccc2)C(=O)c2cccc(C#N)c2)cc1COc1ccc(NC(C)=O)cc1,0%,4%,.
O=[N+]([O-])c1cccc(-c2n[nH]c(=S)n2-c2ccc(Br)cc2)c1,6%,-13%,3%
CCC(=O)Nc1ccc(CC)cc1-c1nc2ccccc2n(CC(=O)Nc2cccc(OC)c2)c1=O,6%,6%,.
CC(=O)c1sc(NC(=O)C2CCN(c3ncnc4sc(C)c(C)c34)CC2)nc1-c1ccccc1,.,15%,-3%
CN(C)CCN1C(=O)c2ccccc2N(C)c2ccccc21,2%&6%,.,-10%
CCc1cc(=O)oc2c3c(cc(OCC(=O)NCc4ccco4)c12)OC(C)(C)CC3,.,2%,?
CCC(OC(=O)c1ccco1)C(=O)NCc1ccc(C)cc1 (stereo not drawn),4%,-3%,3%[2.35 µM]
CC1Cc2cc(S(=O)(=O)N3CCN(c4ccccc4)CC3)ccc2N1C(=O)C1CC1 (stereo not drawn),2%,20%,-19%
C=CCOc1cccc(/C=N/NC(=O)CC(=O)NC2CCCCC2)c1,0%,-3%,-2%
CCOC(=O)C1CCN(C(=O)CN(c2ccc(OC)c(OC)c2)S(=O)(=O)c2ccccc2)CC1,0%,-10%,2%
N#C/C(=C(/O)CN1CCN(c2ccccc2F)CC1)c1nc(-c2ccccc2)cs1,7%,-6%,3%
COc1cc(OC)cc(C(=O)Nc2cc(-c3nc4cc(Cl)ccc4o3)ccc2Cl)c1,2%,-4%,.
COc1cc(SC)ccc1C(=O)OC1CCOC1=O (stereo not drawn),0%,-3%,-22%
COc1cc(CNC(=O)c2cnc(C)cn2)cc(OC)c1,.,-4%,1%
CC(C)(C)NC(=O)CCN(/N=C/c1ccccc1)C1=NS(=O)(=O)c2ccccc21,.,4%,-14%
COc1ccc(-c2nc3scc(-c4ccc(OC)c(OC)c4)c3c(=O)o2)cc1,0%,-20%,2%
Cc1cc(Oc2ccc3ccccc3c2)nc(SCC(=O)c2ccccc2)n1,5%,-8%,0%
COc1cc(NC(=O)Cn2cnc3ccccc3c2=O)c(OC)cc1Cl,-2%,7%,-7%
COc1ccc(N(C(=O)C(C)C)S(=O)(=O)c2ccc(Cl)cc2)cc1,-5%,-20%,1%

# Only FEN1 inhibitor, for two of the compounds above:
SMILES | FEN1 inhibitor
COc1ccc(-c2nc3scc(-c4ccc(OC)c(OC)c4)c3c(=O)o2)cc1 | -20%
Cc1cc(Oc2ccc3ccccc3c2)nc(SCC(=O)c2ccccc2)n1 | -8%

# Next section:
SMILES,TDP1 block,FEN1 inhibitor,N370S GC
N#Cc1ccsc1NC(=O)COC(=O)c1ccc(NC(N)=O)cc1,0%,-6%,7%
COc1ccc(CNC(=O)C(C(C)C)N2Cc3ccccc3C2=O)cc1 (stereo not drawn),2%,-7%,.
CCOc1ccccc1NS(=O)(=O)c1ccc2c(c1)CC(C)N2C(=O)C1CC1 (stereo not drawn),-10%,-1%,.
C/C(Cn1nnc2ccccc21)=N\NC(=O)c1cccc(Br)c1,8%,-10%,5%
O=C(COc1ccc(Br)cc1Cl)NC1CCCCC1,8%,-1%,-7%
COc1ccc(Br)cc1Cn1nnc(C(=O)Nc2cccc(SC)c2)c1N,2%,0%,.
Cc1cc2c(cc1NS(=O)(=O)c1cccc(C#N)c1)n(C)c(=O)c(=O)n2C,7%,1%,.
Cc1cccc(CN2CCc3c(OCC(=O)NCc4ccco4)cccc3C2=O)c1,-5%,-1%,4%
CCOc1ccc(-c2cc(C(=O)NCCCN3CCOCC3)c3ccccc3n2)cc1,2%,-3%,-1%
COc1cc(N/C(=N/S(=O)(=O)c2ccccc2)c2ccccc2)ncn1,6%,-6%,12%
O=C(NC1CC1)C1=C[C@@H](c2csc3ccccc23)C[C@@H](OCCCCO)O1,0%,-2%,2%
COc1ccc2oc(C(=O)OCC(=O)NCCc3ccccc3)c(C)c2c1,.,0%,1%
N#C/C(=C\C=C\c1ccccc1)C(=O)N1CCCC1,2%,-4%,-1%
O=C(NCCN1CCCC1)c1ccc2c(c1)N(Cc1cccc(Cl)c1)C(=O)c1ccccc1S2(=O)=O,1%,-14%,-38%
Cc1ccccc1OCC(=O)Nc1ccccc1N1CCC(C)CC1,-5%,-1%,?
COc1cc(NC(=O)Cc2ccccc2)cc(OC)c1,6%,1%,16%
Cc1ccc(CN2COc3cc(C)c4c(oc(=O)c5ccccc54)c3C2)cc1,-2%,-2%,.
CCN(CC)S(=O)(=O)c1ccc2c(c1)N(CC(=O)Nc1ccc(NC(C)=O)cc1)C(=O)CO2,.,2%,-8%
COC(=O)Cn1cnc2c(nnn2-c2cccc(OC)c2)c1=O,.,2%,-8%
O=C(COC(=O)c1ccc(F)cc1)NC1CC1,2%,2%,.
Cc1scc(CN2CCN(c3ccccc3F)CC2)c1C,5%,10%,.
CCN(CC(=O)Nc1ccc(Br)cc1)C(=O)Cc1cccc(F)c1,13%,2%,-2%
COCCSc1nnc(NC(=O)CCS(=O)(=O)Cc2ccccc2)s1,4%,6%,-8%
CCCc1cc(=O)oc2cc(C)cc(OCc3nn[nH]n3)c12,0%,-1%,-10%
O=C(Nc1ccc(N=Nc2ccccc2)cc1)c1ccc(Cl)cc1Cl,3%,-8%,-1%

# Sorted by count of non-hydrogen atoms (largest number first): part of the list above.
SMILES,TDP1 block,FEN1 inhibitor,N370S GC
O=C(Nc1ccc(N=Nc2ccccc2)cc1)c1ccc(Cl)cc1Cl,3%,-8%,-1%
CCN(CC(=O)Nc1ccc(Br)cc1)C(=O)Cc1cccc(F)c1,13%,2%,-2%
CCCc1cc(=O)oc2cc(C)cc(OCc3nn[nH]n3)c12,0%,-1%,-10%
Cc1scc(CN2CCN(c3ccccc3F)CC2)c1C,5%,10%,.

# Returning to the listing with the two entries that preceded the break.
SMILES,TDP1 block,FEN1 inhibitor,N370S GC
CCCc1cc(=O)oc2cc(C)cc(OCc3nn[nH]n3)c12,0%,-1%,-10%
O=C(Nc1ccc(N=Nc2ccccc2)cc1)c1ccc(Cl)cc1Cl,3%,-8%,-1%
CCn1cc(C(=O)NCCc2ccccc2)c(=O)c2cc(S(=O)(=O)N3CCOCC3)ccc21,-2%,16%,.
CCOCCc1nnc(NC(=O)C(=O)c2cc(C)n(-c3ccc(C)c(C)c3)c2C)s1,3%,9%,.
Cc1ccc(Sc2cnn(-c3ccccc3)c(=O)c2Cl)cc1,1%,1%,23%
Nc1nc(SCC(=O)NN(c2ccccc2)c2ccccc2)n[nH]1,1%,0%,-1%
CCc1ccc(C(=O)COC(=O)c2ccccc2OC)cc1,-5%,-10%,5%
COc1cc([N+](=O)[O-])ccc1NC(=O)Cc1ccc(F)cc1,5%,-3%,-1%
CN(C(=O)COC(=O)/C=C/c1ccccc1[N+](=O)[O-])c1ccccc1,2%,7%,-8%
COc1ccc(S(=O)(=O)N2CCCN(Cc3cccc(F)c3)CC2)cc1,2%,-7%,-1%
COc1ccccc1NC(=O)Cn1c(O)c(N=NC(=O)c2ccccc2O)c2ccccc21,-14%,?,-12%
CCc1ccc(OC(=O)c2ccn(CC)n2)cc1,2%,-2%,19%
CCOC(=O)c1ccc(NC(=O)c2ccc(CO)c(C(=O)NC3CCN(C(=O)OCC)CC3)c2)cc1,9%,5%,9%
CN(C)c1ccc(-c2nnc(-c3ccccc3F)o2)cc1,.,-22%,?
COc1nc(C)nc(C)c1Oc1ccc(Cl)cc1Cl,.,1%,2%
O=C(CCCN1C(=O)/C(=C/c2ccccc2OC(F)F)SC1=S)Nc1cccnc1,6%,9%,.
CCOc1ccc(CNC(=O)C2CCCN(S(=O)(=O)N(C)c3ccc(F)cc3)C2)cc1OC (stereo not drawn),1%,51%[activator],.
Nc1nonc1C(=O)N/N=C/c1cc(Br)ccc1O,2%,4%,5%
O=C(N/N=C\c1ccccn1)C1COc2cc3ccccc3cc2O1 (stereo not drawn),11%,-1%,?
O=C(O)CC12CSc3[nH]c(=O)sc3C1c1ccccc1OC2=O (stereo not drawn),-4%,.,11%
Cc1nc2c(nnn2Cc2c(Cl)cccc2Cl)c(=O)[nH]1,.,0%,-5%
CCOc1ccc(NC(=O)CSc2nnc(Cc3cccn3C)n2-c2ccc(F)cc2)cc1,8%,-18%,4%
Cc1ccccc1OCCn1c(=O)sc2ccccc21,.,5%,21%
COc1ccc(C(=O)OCC(=O)N2CCc3ccccc3C2)cc1OC,0%,2%,.
COC(=O)c1cc(S(=O)(=O)N2CCC(c3ccccc3)C2)c[nH]1 (stereo not drawn),1%,-13%,-16%
CC(C)C[C@H](NC(=O)CCn1nnc2ccccc2c1=O)C(=O)O,.,14%,-5%
CCCCC(=O)O[C@H]1CC[C@H]2[C@@H]3CCc4cc(O)ccc4[C@H]3CC[C@]12C,5%,-11%,-12%
Cc1nn(Cc2ccccc2)c(C)c1C(=O)N1CCN(S(=O)(=O)/C=C/c2ccccc2)CC1,3%,15%,.
O=C(Nc1ccccc1C(=O)N1CCOCC1)c1ccc(Cl)cc1,3%,21%,-7%
Cc1cc(C)nc(NS(=O)(=O)c2ccc(N=NN(C)C)cc2)n1,.,2%,-24%
CCOC(=O)c1c(NC(=O)c2cc(Cl)ccc2Cl)sc2c1CCCC2,-5%[12.3 µM],18%,.
O=C(NCc1ccc(F)cc1)C1Cc2ccccc2CN1C(=O)c1ccco1 (stereo not drawn),8%,-7%,10%
